Screening results as filed in PubChem BioAssay.
mcGAS MS inh: inhibitors of mouse cGAS. Q8C6L5. recombinant mouse cGAS, cGAMP by RapidFire MS. inhibition, % at 12.5 µM. actives 0.18% (n = 130,000). AID 1259397;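 active = inhibition of cGAS enzyme activity at or above 60%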;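 note: enzyme stimulated by 45 bp dsDNA with ATP and GTP substrates; cGAMP share of summed cGAMP plus half ATP and half GTP signals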
Target sequence (Q8C6L5 whole entry, looked up): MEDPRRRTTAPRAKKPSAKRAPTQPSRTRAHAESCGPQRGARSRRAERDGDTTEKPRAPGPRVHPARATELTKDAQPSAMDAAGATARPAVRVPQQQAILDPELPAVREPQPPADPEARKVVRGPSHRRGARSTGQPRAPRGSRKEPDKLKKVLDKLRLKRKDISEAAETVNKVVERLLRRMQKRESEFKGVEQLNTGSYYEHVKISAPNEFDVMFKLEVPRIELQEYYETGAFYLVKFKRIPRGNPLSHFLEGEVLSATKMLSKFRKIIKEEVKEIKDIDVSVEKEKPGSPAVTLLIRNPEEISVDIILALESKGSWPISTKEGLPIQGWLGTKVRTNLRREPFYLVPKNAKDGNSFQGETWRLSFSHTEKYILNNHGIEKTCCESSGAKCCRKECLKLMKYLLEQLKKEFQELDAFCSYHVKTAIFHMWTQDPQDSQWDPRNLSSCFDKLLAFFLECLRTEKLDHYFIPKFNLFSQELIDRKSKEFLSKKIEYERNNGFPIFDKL
* hit, by the source's call; & = joins results of further samples.

For CCN(CC)C(=O)Cn1cc(C(=O)N2CCCCC2c2cccc(OC)c2)nn1 (stereo unspecified) the results were mcGAS MS inh 1.7.
COc1cc(F)c(-c2nccn2CCN2CCN(C(C)C)CC2)c(F)c1 was read as mcGAS MS inh -0.5.
For CC1CCC(NC(=O)COC(=O)CNC(=O)c2ccccc2)CC1 (stereo unspecified) the results were mcGAS MS inh -7.4.
Screening CSCC(=O)Nc1ccnc(Oc2ccccc2)c1 returned mcGAS MS inh -11.3.
`Cc1c(Cl)cccc1NC(=O)C(C)n1ncccc1=O` (stereo unspecified) gave mcGAS MS inh 0.1.
`Cn1c(=O)[nH]cc(CC(=O)N2CCOC(C(F)(F)F)C2)c1=O` (stereo unspecified) gave mcGAS MS inh -15.1.
Screening CC1CCN(/C=C(\C#N)S(=O)(=O)c2ccc(Cl)cc2)CC1 returned mcGAS MS inh -1.4.
COC(=O)C(C)Oc1cc(OC(C)C(=O)OC)c2c3c(c(=O)oc2c1)CCC3 (stereo unspecified) was read as mcGAS MS inh -4.2.
Screening CC1=NC2=Cc3ccccc3NC2(O)NN1 (stereo unspecified) returned mcGAS MS inh -5.2.
CN(Cc1ncn[nH]1)C(=O)CCSc1ccccc1Cl was read as mcGAS MS inh -13.2.
For O=C(Cc1ccc(F)cc1)N1CCN(c2ccc3nnc(-c4ccco4)n3n2)CC1 the results were mcGAS MS inh -3.5.
CN1C(=O)N(C)C2(c3ccccc3)NN3C(=O)CSC3=NC12c1ccccc1 (stereo unspecified) was read as mcGAS MS inh -3.1&-1.2.
`CCN(C)c1ccc(/C=C(\C#N)c2[nH]nc(N)c2C#N)cc1` gave mcGAS MS inh 6.4.
`CC(=O)ON(C(C)=O)c1nc(-c2ccccc2)cc(-c2ccc(F)cc2)n1` gave mcGAS MS inh 1.8.
For COc1cc(-c2cc(NC(C)C)ncn2)cc(OC)c1OC the results were mcGAS MS inh -26.2.
`CCc1ccccc1OC1CN(Cc2ncc[nH]2)C1` gave mcGAS MS inh -23.8.
Screening CC(C)CNc1n[nH]c(=S)s1 returned mcGAS MS inh 28.5.
For CCOC(=O)N1CCC2(CC1)C(C#N)C(=O)N(C)C(=S)C2C#N (stereo unspecified) the results were mcGAS MS inh -8.6.
For CCOc1ccc(-n2c(C)cn3c4c(=O)n(CCN5CCCCC5)c(=O)n(C)c4nc23)cc1 the results were mcGAS MS inh 1.5.
`CC(C)/C(Cl)=N\OC(=O)Nc1nnc(C(F)(F)F)s1` gave mcGAS MS inh -16.1.
For COC(=O)C1=CN(C2CC2)C=C(C(=O)OC)C1c1ccsc1 the results were mcGAS MS inh -8.8.
Screening Cc1ccc(-c2ccc3c(c2)N(C(C)C)C(=O)COC3)cc1C returned mcGAS MS inh -1.1.
CC(=O)C(c1ccccc1)C1(O)C(=O)N(Cc2ccccc2)c2ccccc21 (stereo unspecified) was read as mcGAS MS inh -20.6.
For Cc1ccc(N2CC(c3nc(C)no3)CC2=O)c(Cl)c1 (stereo unspecified) the results were mcGAS MS inh -3.8.
For Cc1[nH]nc(CCC(=O)NC2CC(=O)N(CCc3ccccc3)C2)c1C (stereo unspecified) the results were mcGAS MS inh -14.9.
Screening C=CCn1c(C2CC2)nnc1S(=O)(=O)CC1CCCO1 (stereo unspecified) returned mcGAS MS inh -11.0.
For Cc1c(C(C)NC(=O)CC2=CCCCC2)cnn1-c1ccccn1 (stereo unspecified) the results were mcGAS MS inh -3.5.
`[O-][N+](=NO)[C@@H]1CCCC[C@@H]1[N+]([O-])=NO` gave mcGAS MS inh -8.6.
`CC(C)Cc1nc(CCC2CCOC2=O)n(-c2ccc(F)cc2)n1` (stereo unspecified) gave mcGAS MS inh -13.5.
Screening COCCN(Cc1cccs1)C(=O)COc1ccc2c(C)cc(=O)oc2c1 returned mcGAS MS inh -2.8.
Screening CC(NS(=O)(=O)c1cccs1)C(=O)NCCc1cccc(Cl)c1 (stereo unspecified) returned mcGAS MS inh -10.9.
`N#CSC1(c2ccccc2)C(=O)c2ccccc2C1=O` gave mcGAS MS inh -21.8.
O=C(COc1cccc(F)c1)c1ccc2c(c1)N(Cc1ccc(C(=O)O)o1)C(=O)CO2 was read as mcGAS MS inh -0.3.
`Cc1nc(CCC(=O)OC2CCN(C(=O)OC(C)(C)C)C2)cs1` (stereo unspecified) gave mcGAS MS inh -11.9.
Screening Cc1cc(C)n(CCNc2nc3c(C)c(Cl)ccc3s2)n1 returned mcGAS MS inh -3.5.
`O=C1C2=C(Nc3ccc4ccccc4c3C2c2ccncc2)c2ccccc21` (stereo unspecified) gave mcGAS MS inh 5.0.
For CCN(CC)Cc1cnc2c(C(=O)N(C)Cc3sccc3C)cnn2c1 the results were mcGAS MS inh -16.8.
For CC(=O)Nc1cccc(NC(=O)CSc2ccc(NC(C)=O)nn2)c1 the results were mcGAS MS inh 7.1.
Screening COc1cc(C=C2C(=O)c3ccccc3C2=O)ccc1OC(F)F returned mcGAS MS inh 40.7.
`NCc1cc(-c2ccccc2)n[nH]1` gave mcGAS MS inh -18.1.
Screening CN(C(=O)NC(c1ccc(F)cc1)C1CCCO1)C1CCCCCC1 (stereo unspecified) returned mcGAS MS inh -3.2.
Cc1ccc(-n2ncc3c(=O)n(NC(=O)c4ccccc4C)cnc32)cc1C was read as mcGAS MS inh -0.3.
Screening CS(=O)(=O)c1ccc(-c2cc(C(F)(F)F)cc3[nH]cnc23)cc1 returned mcGAS MS inh -10.0.
Screening COc1ccccc1-n1cc(CNC(=O)c2oc3c(F)cccc3c2C)cn1 returned mcGAS MS inh -1.7.
Cc1sc2nc(C(C)Sc3nnnn3C3CC3)[nH]c(=O)c2c1C (stereo unspecified) was read as mcGAS MS inh 0.1.
O=C(NC(C1CC1)C1CC1)C(c1ccccc1)c1ccccc1 was read as mcGAS MS inh 3.5.
COc1nn(C)cc1C(=O)NCCN1CCOCC1 was read as mcGAS MS inh -16.6.
`Cc1cnccc1N1CCC(C(=O)Nc2cccc(Cl)c2O)CC1` gave mcGAS MS inh -2.0.
C=C(Br)CNC(=O)c1cnn(-c2ccc(F)cc2)c1C was read as mcGAS MS inh -3.5.
`CC(C)C1C(=O)N(C)CCN1C(=O)C1(C)CC1` (stereo unspecified) gave mcGAS MS inh 6.4.
For O=C(O)c1cccnc1N1CCCC(N2CCCC2=O)C1 (stereo unspecified) the results were mcGAS MS inh -27.8.
`N#Cc1cccc(C(=O)Nc2ccc3c(c2)OCO3)c1` gave mcGAS MS inh -6.7.
COc1ccc(Oc2coc3cc(OC)ccc3c2=O)cc1 was read as mcGAS MS inh -3.6.
Screening Cc1nc2c(cc(OS(=O)(=O)c3cccs3)c3ccsc32)s1 returned mcGAS MS inh 62.0*.
Screening COc1cccc(-c2ccc(NC(=O)C3CCCN(Cc4ccccn4)C3)cc2)c1 (stereo unspecified) returned mcGAS MS inh -2.9.
Cc1nn(-c2ccc(F)cc2)c(C)c1C(=O)OCC1(C)COC1 was read as mcGAS MS inh -2.7.
`Cc1ccccc1-n1ncc(C(C)NC(=O)c2cc(C3CC3)on2)c1C` (stereo unspecified) gave mcGAS MS inh 1.9.
For CCCCOc1cc(Br)c(/C=N\O)cc1OC the results were mcGAS MS inh -2.9.
`CC1Cc2cc(-c3cc(COC(=O)c4ccco4)no3)ccc2O1` (stereo unspecified) gave mcGAS MS inh -2.0.
`COc1ccc(C)cc1N1CC(C(=O)NC2CCCCC2)CC1=O` (stereo unspecified) gave mcGAS MS inh -12.8.
`CCc1cc(NS(=O)(=O)c2ccc(F)c(C)c2)n[nH]1` gave mcGAS MS inh 3.1.
`Cc1csc(C(C)N(C)C(=O)c2cc(Cn3nc(C)cc3C)[nH]n2)n1` (stereo unspecified) gave mcGAS MS inh -4.3.
For COc1ccc(/C=C/C(=O)NC2CCCN(C3Cc4ccccc4C3)C2)cc1 (stereo unspecified) the results were mcGAS MS inh -4.7.
Screening CCOC(=O)C1(CCOc2ccccc2)CCN(C(=O)C2CC(C(C)C)=NO2)CC1 (stereo unspecified) returned mcGAS MS inh -2.9.
For N#CC(=Cc1c[nH]c2ccccc12)C(N)=S the results were mcGAS MS inh -3.3.
`CCCCC1N2CC3([N+](=O)[O-])CN1CC([N+](=O)[O-])(C2)C3(C)C` (stereo unspecified) gave mcGAS MS inh -11.4.
Screening CC1(C(=O)NS(=O)(=O)c2ccccc2Cl)CCN1C(=O)C/C=C/c1ccccc1 (stereo unspecified) returned mcGAS MS inh -24.3.
For O=C(NCCc1nc(-c2ccc(Cl)cc2)no1)C1CCOC1 (stereo unspecified) the results were mcGAS MS inh -13.0.
`NC(=O)CCN(C(=O)CN1CCCc2c(F)ccc(F)c21)c1ccc(F)cc1` gave mcGAS MS inh -1.6.
`Cc1nc(-c2ccc(CNC(=O)CCc3c(C)[nH]c(=O)c(C#N)c3C)o2)cs1` gave mcGAS MS inh -3.0.
For CSCCNC(=O)CC1C(=O)NCCN1Cc1ccc(F)cc1Cl (stereo unspecified) the results were mcGAS MS inh -5.7.
`Cn1c(Nc2ccc(NCC3CCCC3)cc2)c(C#N)c(=O)n(C)c1=O` gave mcGAS MS inh 2.2.
NC(=O)c1ccsc1NC(=O)c1ccccc1OCc1ccccc1 was read as mcGAS MS inh 2.9.
`CC(C)C(CN=C(N(C)C)N(C)C)N1CCCC1` (stereo unspecified) gave mcGAS MS inh 3.3.
O=C(Nc1ncc([N+](=O)[O-])s1)c1ccc(=O)n(Cc2ccc(F)cc2)c1 was read as mcGAS MS inh 9.0.
`COc1ccc(-c2csc(C)n2)cc1CC(=O)O` gave mcGAS MS inh 4.0&27.6.
For CC(C)CNc1ccc2c(n1)C(=O)N([C@H](C)C(=O)NC1CCC(O)CC1)C2 (stereo partly specified) the results were mcGAS MS inh 5.0.
Screening O=C(Nc1nc(-c2ccc3c(c2)OCO3)cs1)c1cc2ccccc2oc1=O returned mcGAS MS inh -3.2.
`CCCOc1ccc(C(=O)N2CCC3(CC2)CNC(=O)C3)cc1Cl` gave mcGAS MS inh -15.7.
C(=C1Cc2cccc3cccc1c23)c1ccccc1 was read as mcGAS MS inh 0.1.
Cc1c(C(F)(F)F)nc(-c2ccc(CN(C)Cc3cnn(C)c3)cc2)[nH]c1=O was read as mcGAS MS inh -3.5.
`Cc1ccc(S(=O)(=O)NCC2COc3ccccc3C2)cc1F` (stereo unspecified) gave mcGAS MS inh -28.4&-18.4.
Cc1nn(Cc2ccccc2)c(C)c1CNS(=O)(=O)c1ccc(Cl)cc1C(F)(F)F was read as mcGAS MS inh 2.9.
Cn1nc(C(=O)Nc2sccc2C(N)=O)ccc1=O was read as mcGAS MS inh 4.4.
CC(C)C(=O)COc1cccn2cc(C(C)C)nc12 was read as mcGAS MS inh -4.8.
For CCOc1ccc(C)cc1S(=O)(=O)NCc1ccc2c(c1)OCO2 the results were mcGAS MS inh 3.3.
CC/C=C(/C)C(=O)Nc1ccc(-n2nccn2)cc1 was read as mcGAS MS inh 0.1.
O=C(NC1CC1)C1CCCN(C2CCN(C(=O)c3cc(-c4ccccc4)n[nH]3)CC2)C1 (stereo unspecified) was read as mcGAS MS inh -8.6.
`CCCC(=O)N1CCC1(C)C(=O)Nc1cccc2c1CCCC2` (stereo unspecified) gave mcGAS MS inh -11.4.
Cn1c(=O)[nH]c(=O)c2c1nc(N1CCCC1)n2CCSc1ncccn1 was read as mcGAS MS inh -2.6.

Already shown: an excerpt of the list.
O=C(Nc1ncc([N+](=O)[O-])s1)c1ccc(=O)n(Cc2ccc(F)cc2)c1 was read as mcGAS MS inh 9.0.
`COc1ccc(-c2csc(C)n2)cc1CC(=O)O` gave mcGAS MS inh 4.0&27.6.
For CC(C)CNc1ccc2c(n1)C(=O)N([C@H](C)C(=O)NC1CCC(O)CC1)C2 (stereo partly specified) the results were mcGAS MS inh 5.0.
Screening O=C(Nc1nc(-c2ccc3c(c2)OCO3)cs1)c1cc2ccccc2oc1=O returned mcGAS MS inh -3.2.
`CCCOc1ccc(C(=O)N2CCC3(CC2)CNC(=O)C3)cc1Cl` gave mcGAS MS inh -15.7.
C(=C1Cc2cccc3cccc1c23)c1ccccc1 was read as mcGAS MS inh 0.1.
Cc1c(C(F)(F)F)nc(-c2ccc(CN(C)Cc3cnn(C)c3)cc2)[nH]c1=O was read as mcGAS MS inh -3.5.
`Cc1ccc(S(=O)(=O)NCC2COc3ccccc3C2)cc1F` (stereo unspecified) gave mcGAS MS inh -28.4&-18.4.
Cc1nn(Cc2ccccc2)c(C)c1CNS(=O)(=O)c1ccc(Cl)cc1C(F)(F)F was read as mcGAS MS inh 2.9.
Cn1nc(C(=O)Nc2sccc2C(N)=O)ccc1=O was read as mcGAS MS inh 4.4.
CC(C)C(=O)COc1cccn2cc(C(C)C)nc12 was read as mcGAS MS inh -4.8.
For CCOc1ccc(C)cc1S(=O)(=O)NCc1ccc2c(c1)OCO2 the results were mcGAS MS inh 3.3.
CC/C=C(/C)C(=O)Nc1ccc(-n2nccn2)cc1 was read as mcGAS MS inh 0.1.
O=C(NC1CC1)C1CCCN(C2CCN(C(=O)c3cc(-c4ccccc4)n[nH]3)CC2)C1 (stereo unspecified) was read as mcGAS MS inh -8.6.
`CCCC(=O)N1CCC1(C)C(=O)Nc1cccc2c1CCCC2` (stereo unspecified) gave mcGAS MS inh -11.4.
Cn1c(=O)[nH]c(=O)c2c1nc(N1CCCC1)n2CCSc1ncccn1 was read as mcGAS MS inh -2.6.

(cont.)
For CC1=C(C(=O)N(Cc2nccn2C)C(C)C)C(C)NC(=O)N1 (stereo unspecified) the results were mcGAS MS inh -13.8.
Screening CN(Cc1ccc(Cl)s1)C(=O)CSc1nnc(NC2CC2)s1 returned mcGAS MS inh -13.4.
`CCOC(=O)C1=C(N2CCOCC2)CC(c2ccc(C)cc2)(C(F)(F)F)NC1=O` (stereo unspecified) gave mcGAS MS inh 0.0.
CNC(=O)[C@@H]1C[C@@H](N)CN1C(=O)C1(C(F)(F)F)CC1 was read as mcGAS MS inh 0.1.
Screening CSCC(=O)N1CCCCC1c1ncc(-c2ccc(C)cc2)[nH]1 (stereo unspecified) returned mcGAS MS inh -7.6&-0.5.
`CCCOc1ccccc1C1CC(=O)Nc2c1c(C)nn2-c1ccc2nncn2n1` (stereo unspecified) gave mcGAS MS inh 9.5.
`Cc1ccc(C(=O)Nc2ccc(NC(=O)CC3CNCCO3)cc2)o1` (stereo unspecified) gave mcGAS MS inh -15.0.
For Cc1cc(CN2CC3(CCNCC3)CC2C(=O)O)oc1C (stereo unspecified) the results were mcGAS MS inh 9.1.

Not all compounds are listed, so the mix of outcomes need not match the whole.
